TRPC4 PAM – positive allosteric modulators of TRPC4, primary screen, cell-based, mouse TRPC4beta, HEK293 mu-opioid, Fluo-4 calcium | 310,000 compounds, 0.42% hits | AID 2227, 2009 | DAMGO EC20, Fluo-4 Ca2+ flux; active compounds read high | B-score at 10 µM;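 active = B-score of calcium response area above 5 SD of library B-scores, with initial fluorescence ratio within 5 SD of library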;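 also: B-score of integrated fluorescence ratio over time as area under calcium response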
MrgX1 antag – antagonists of human MrgX1 receptor, primary screen, HEK293 cells, Fluo-4 calcium flux; 310,000 compounds, 1.3% hits; BAM8-22 antagonism; active compounds read low; B-score at 10 µM; Mas-related G-protein coupled receptor member X1 (Homo sapiens), Q96LB2;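 active = calcium-response B-score plate-corrected more than 3 library SD below zero, starting fluorescence within 5 deviations, no agonist response on first addition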;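 also: peak minus trough fluorescence over baseline after final BAM8-22 challenge near maximal dose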
MrgX1 agonist – agonists of human MrgX1 receptor, primary screen, HEK293 cells, Fluo-4 calcium flux | B-score at 10 µM | Mas-related G-protein coupled receptor member X1 (Homo sapiens), Q96LB2 | AID 588627, 2011 | Fluo-4 calcium fluorescence, agonist mode; active compounds read high | 310,000 compounds, 0.44% hits;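 active = calcium response B-score plate-corrected fluorescence ratio at least 3 library SD, with starting fluorescence B-score inside 5 SD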
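Test system: HEK293 cells stably expressing human MrgX1 receptor; Input: fifteen thousand cells per well; Dosing: compound delivered in addition one of three; Schedule: overnight seeding, then 1 h dark dye loading; Technique: Fluo-4 NW calcium fluorescence; Measure: B-scored fluorescence response ratio; Controls: positive and negative controls per plate.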
TRPC6 inhibitor – mouse TRPC6 channel inhibitors, primary screen, cell-based, HEK293, membrane potential dye | Short transient receptor potential channel 6 (Mus musculus), Q61143 | ACh-evoked depolarization; active compounds read low | B-score at 10 µM | 310,000 compounds, 1.1% hits;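 active = B-score under library mean minus 3 SD, initial fluorescence not abnormally high, positive integrated signal ratio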;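 also: B-score derived from integrated fluorescence ratio over the kinetic read; more negative B-score means stronger inhibition of depolarization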
MrgX1 allo act – positive allosteric modulators of MrgX1, primary screen, HEK293 cells, Fluo-4 calcium flux. Mas-related G-protein coupled receptor member X1 (Homo sapiens), Q96LB2. FDSS; active compounds read high. B-score at 10 µM. 310,000 compounds, 0.63% hits;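 active = plate-corrected calcium response at least 3 library SD above typical, normal starting fluorescence, not activating the receptor alone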;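 also: compound read alongside a low EC10 to EC30 dose of BAM8-22 agonist; peak minus trough fluorescence over baseline measured at the second addition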
TMEM16A inh – TMEM16A chloride channel inhibitors, primary screen, cell-based, HTS; Anoctamin-1 (Mus musculus), Q8BHY3; HEK293 TMEM16A/YFP iodide influx fluorescence, ionomycin; normalized B-score (activity score, 25-100; higher = stronger inhibition) at 10 µM; 310,000 compounds, 1.2% hits; AID 588511, 2011;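 active = ratio plate-corrected score three or more library SD toward inhibition, starting fluorescence score within five deviations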;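 also: score derived from kinetic fluorescence span divided by baseline fluorescence per well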
Target sequence (Q8BHY3 whole entry, looked up): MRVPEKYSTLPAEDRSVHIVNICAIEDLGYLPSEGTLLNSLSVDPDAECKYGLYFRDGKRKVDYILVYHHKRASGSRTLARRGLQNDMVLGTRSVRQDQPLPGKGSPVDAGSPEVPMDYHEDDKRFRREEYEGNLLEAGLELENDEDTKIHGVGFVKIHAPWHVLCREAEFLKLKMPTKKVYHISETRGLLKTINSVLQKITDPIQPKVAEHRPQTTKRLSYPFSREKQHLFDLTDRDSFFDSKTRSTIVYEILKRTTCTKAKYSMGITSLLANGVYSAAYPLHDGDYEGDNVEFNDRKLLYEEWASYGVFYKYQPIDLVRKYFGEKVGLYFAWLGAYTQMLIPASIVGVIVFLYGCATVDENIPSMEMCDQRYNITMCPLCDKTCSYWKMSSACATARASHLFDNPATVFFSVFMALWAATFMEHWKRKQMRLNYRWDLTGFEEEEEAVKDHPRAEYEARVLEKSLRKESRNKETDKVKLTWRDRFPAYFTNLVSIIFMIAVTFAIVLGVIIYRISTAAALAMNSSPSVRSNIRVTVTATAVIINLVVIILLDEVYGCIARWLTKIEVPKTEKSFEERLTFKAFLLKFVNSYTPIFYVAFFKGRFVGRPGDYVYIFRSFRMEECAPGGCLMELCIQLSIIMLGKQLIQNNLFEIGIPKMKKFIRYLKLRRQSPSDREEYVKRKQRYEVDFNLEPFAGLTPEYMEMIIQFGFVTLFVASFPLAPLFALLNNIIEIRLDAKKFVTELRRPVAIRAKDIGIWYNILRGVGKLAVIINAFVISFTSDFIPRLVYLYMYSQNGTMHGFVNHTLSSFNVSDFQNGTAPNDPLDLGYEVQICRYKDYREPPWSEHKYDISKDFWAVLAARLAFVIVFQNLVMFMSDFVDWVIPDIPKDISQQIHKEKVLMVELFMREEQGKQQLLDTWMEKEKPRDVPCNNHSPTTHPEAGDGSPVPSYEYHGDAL
TRPC6 act – mouse TRPC6 channel activators, primary screen, cell-based, HEK293, membrane potential dye; Short transient receptor potential channel 6 (Mus musculus), Q61143; HEK293-TRPC6 membrane potential dye fluorescence; active compounds read high; B-score at 10 µM; 310,000 compounds, 0.13% hits; AID 2550, 2010;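 active = B-score of the integrated fluorescence ratio above library mean plus 3 SD, and starting fluorescence ratio within library mean plus 5 SD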;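 also: higher score means more depolarization so channel activation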
SKKanGAS inh – S. pyogenes SKKanGAS growth inhibitors in kanamycin, primary screen, streptokinase expression inhibitor project, SKKanGAS strain, BacTiter-Glo luminescence; 6 h; 300,000 compounds, 1.3% hits; inhibition, % at 7.5 µM;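 active = mean replicate score, as percent of positive control median, at least 50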;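 also: strain carries kanamycin resistance gene driven by streptokinase promoter and grows in 40 µg/ml kanamycin; loss of luminescence reflects streptokinase promoter inhibition or plain growth inhibition; 0% = median of DMSO wells and 100% = positive control at its reference dose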
TRPC4 agonist – activators of mouse TRPC4 channel, primary screen, Fluo4 calcium, HEK293 TRPC4beta/mu-opioid cells. B-score at 10 µM. AID 2237, 2010. Short transient receptor potential channel 4 (Mus musculus), Q9QUQ5. 310,000 compounds, 0.49% hits. Fluo4 calcium fluorescence; active compounds read high;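 active = B-score above 5 SD of library B-scores, and initial fluorescence ratio not above library mean plus 5 SD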;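 also: positive B-score marks a calcium rise read as TRPC4 activation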
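system = HEK293 cells stably co-expressing mouse TRPC4beta and mu-opioid receptor | schedule = Fluo4 dye loading 45 min at room temperature, 110 s recording | measure = B-scored integrated calcium fluorescence ratio | signal = Fluo4 calcium-sensitive dye fluorescence, kinetic, 1 Hz baseline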
TRPC4 block – inhibitors of mouse TRPC4 channel, primary screen, Fluo4 calcium, HEK293 TRPC4beta/mu-opioid cells. Short transient receptor potential channel 4 (Mus musculus), Q9QUQ5. AID 2247, 2010. 300,000 compounds, 0.39% hits. DAMGO-evoked Fluo4 calcium flux; active compounds read low. B-score at 10 µM;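 active = B-score over 3 SD under the library average, no early fluorescence shift, positive overall ratio signal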
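Assay system: TRPC4beta/mu-opioid receptor HEK293 cell line; compound dosing: single concentration per test compound; detection: Fluo4 Ca2+ flux fluorescence; evaluation: per-well B score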
TMEM16A act – TMEM16A chloride channel activators or potentiators, primary screen, cell-based, HTS; Anoctamin-1 (Mus musculus), Q8BHY3; HEK293 TMEM16A/YFP-H148Q/I152L, iodide quench fluorescence; active compounds read low; B-score at 10 µM; 340,000 compounds, 0.3% hits;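 active = fluorescence-ratio B-score plate-corrected deviation score at least 3 library SD below zero, with starting fluorescence score within 5 deviations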;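 also: channel opened by trigger with iodide after compound preincubation; score built on the fluorescence ratio of max minus min over baseline; more negative score means more quench and so TMEM16A activation or potentiation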
An asterisk follows results filed as active; i = inactive; · = no result given.

SMILES	TRPC4 PAM	MrgX1 antag	MrgX1 agonist	TRPC6 inhibitor	MrgX1 allo act	TMEM16A inh	TRPC6 act	SKKanGAS inh	TRPC4 agonist	TRPC4 block	TMEM16A act
CCOC(=O)C1=C(Nc2ccc(C)cc2)CC(C)(O)C(C(=O)OCC)C1c1ccccc1 (stereo unspecified)	i	i	i	i	i	i	i	11.3	i	i	i
COc1ccc(Cl)cc1N1C(=O)C2CCCN2C1c1ccc(F)cc1 (stereo unspecified)	i	i	i	i	i	i	i	-0.6	i	i	i
O=C(O)c1ccc(CNC(=O)c2ccc3c(c2)C(=O)N(Cc2cccnc2)C3=O)cc1	i	-4.88*	i	i	i	i	i	·	i	i	i
COC(=O)CSc1nnc(-c2ccc(NS(=O)(=O)c3ccccc3)cc2)o1	i	i	i	i	i	25*	i	2.2	i	i	i
Cc1cc(C)c(C)c(OCC(=O)O/N=C(\N)c2ccccn2)c1	i	i	i	i	i	i	i	-2.7	i	i	i
O=c1c(-c2cccc([N+](=O)[O-])c2)[n+]([O-])c2ccccc2n1O	i	i	i	i	i	i	i	-6.6	i	i	i
C=CCO/N=C/C1C(=O)CC(C)(C)CC1=O	i	i	i	i	i	i	i	·	i	i	i
COC(=O)c1ccc(/C=C(\C#N)c2nc3ccccc3s2)cc1	i	i	i	i	i	i	i	1.1	i	i	i
CCOC(=O)N1CCN(C(=O)C2CCN(S(=O)(=O)CC)CC2)CC1	i	i	i	i	i	i	i	0.3	i	i	i
Fc1ccc(CSc2nnc(CN3CCOCC3)n2-c2ccccc2)c(Cl)c1	i	i	i	i	i	i	i	1.8	i	i	i
C=CCc1ccccc1OCCn1ccnc1	i	i	i	i	i	i	i	0.0	i	i	i
C(=C\n1nnc2ccccc21)/c1ccc[nH]1	i	i	i	i	i	i	i	0.2	i	i	i
CN(C)C(=O)/C(=C\c1cccc(Oc2ccccc2)c1)NC(=O)c1ccccc1	i	i	i	i	i	i	i	-6.7	i	i	i
NC(=O)c1cc2cc(Cl)ccc2o/c1=N/NC(=O)c1cccs1	i	i	i	i	i	i	i	-2.6	i	i	i
CCn1cc(C(=O)NCc2cccnc2)c2cc(OC)c(OC)cc2c1=O	i	i	i	i	i	i	i	-2.4	i	i	i
Cc1c(S(=O)(=O)c2ccccn2)c(N)n(Cc2ccccc2)c1C	i	i	i	i	i	i	i	2.5	i	i	i
Cc1ccc(NS(=O)(=O)c2cccc(C(=O)Nc3c(C)n(C)n(-c4ccccc4)c3=O)c2)cc1	i	i	i	i	i	i	i	11.1	i	i	·
CC(NC(=S)Nc1ccccc1)C1COc2ccccc2O1 (stereo unspecified)	i	i	i	i	i	i	i	10.6	i	i	i
COCCCNC(=O)CCNS(=O)(=O)c1ccc(C)cc1	i	i	i	i	i	25*	i	8.0	i	i	i
COc1cc(C)c(N(C(C)=O)c2ccccc2)c(C)c1	i	i	i	i	i	i	i	-1.2	i	i	i
Cc1ccnc(NC(=O)CCCc2ccccc2)c1	i	i	i	i	i	i	i	2.6	i	i	i
COC(=O)C(C)SC1=N/C(=C/c2ccc(-n3cncn3)cc2)C(=O)N1 (stereo unspecified)	i	i	i	i	i	i	i	-9.7	i	i	i
O=C(CN(C(=O)c1csnn1)c1ccccc1F)NC1CCCCC1	i	i	i	i	i	i	i	-2.1	i	i	i
COc1ccccc1C(=O)Nc1sc2c(c1C(N)=O)CCCC2	i	i	i	i	i	i	i	-4.5	i	i	i
CCc1ccc(Nc2ncccc2C#N)cc1	i	i	i	i	i	i	i	0.4	i	i	i
COc1ccc(C(=O)NC2CC2)cc1OC1CCN(Cc2ccc(F)cc2)CC1	i	i	i	i	i	i	i	-3.5	i	i	i
CC(C)CCn1c(SCCN2CCOCC2)nc2c1c(=O)[nH]c(=O)n2C	i	i	i	i	i	i	i	7.5	i	i	i
Cc1cc(C(=O)NC(Cc2ccccc2)C(=O)O)c(C)o1 (stereo unspecified)	i	i	i	i	i	i	i	4.5	i	i	i
Cc1ccc(N2C(=O)C3CC3C2=O)cc1 (stereo unspecified)	i	i	i	i	i	i	i	2.9	i	i	i
CC(=O)Cn1cnc2c(sc3nc(C)cc(C)c32)c1=O	i	i	i	i	i	i	i	-4.7	i	i	i
COC(=O)c1c(C(=O)OC)c(-c2cccc(F)c2)n2c1CS(=O)(=O)C2	i	i	i	i	i	i	i	5.3	i	i	i
O=C(N/N=C/c1ccccc1O)NC12CC3CC(CC(C3)C1)C2	i	i	i	i	i	i	i	83.8*	i	i	i
Cc1nc(SCC(=O)c2ccc(F)c(F)c2)[nH]c(=O)c1Oc1ccc(F)cc1	i	i	i	i	i	i	i	6.4	i	i	i
CCc1ccc(NS(=O)(=O)c2c(C(=O)N3CCCCCC3)c(C)n(C)c2C)cc1	i	i	i	i	i	i	i	3.7	i	i	i
COc1ccc(OC)c(N(CC(=O)N2CCc3ccccc3C2)S(C)(=O)=O)c1	i	i	i	i	i	i	i	-4.9	i	i	i
O=C(CSc1ncc(-c2ccccc2)nn1)NCc1ccco1	i	i	i	i	i	i	i	-6.0	i	i	i
Cc1ccc2cccc(OCc3ccccc3)c2n1	i	i	i	i	i	i	i	-9.6	i	i	i
O=C(Nc1ccc(S(=O)(=O)Nc2cnc3ccccc3n2)cc1)c1ccc(Cl)c([N+](=O)[O-])c1	i	i	i	i	17.2*	i	i	15.3	i	i	i
CCOc1ccc(/C=N/NC(=O)c2cccc3ccccc23)c(OCC)c1	i	i	i	i	i	i	i	-1.6	i	i	i
O=C(NC1CCCc2ccccc21)c1cc(Cl)ccn1 (stereo unspecified)	i	i	i	i	i	i	i	5.0	i	i	i
COc1ccc(C(=O)Nc2ccc(OCC(=O)N3CCOCC3)cc2)c(OC)c1OC	i	i	i	i	i	i	i	7.3	i	i	i
O=C(NC1CC2CCCC(C1)N2Cc1ccco1)NC12CC3CC(CC(C3)C1)C2 (stereo unspecified)	i	i	i	i	i	i	i	-4.9	i	i	i
COCCCN1C(=O)N(c2ccc(F)cc2)C(=O)C1CC(=O)Nc1ccccc1 (stereo unspecified)	i	i	i	i	i	i	i	-3.0	i	i	i
CCN(CC)CCN(Cc1cc2ccc(C)cc2[nH]c1=O)C(=O)Nc1ccc(Cl)cc1	i	i	i	i	i	i	i	-9.0	i	i	i
Cn1c(=O)c(/C=C/c2ccc(F)cc2)nc2ccccc21	i	·	·	i	·	·	i	-12.1	i	i	-7*
Cc1cc2cc(CNC(=S)Nc3ccc(OC(F)F)cc3)ccc2[nH]1	i	i	i	i	i	i	i	27.0	i	i	i
CCn1cc(/C=N/NC(=O)c2ccc3c(c2)OCO3)cn1	i	i	i	i	i	i	i	0.2	i	i	i
COc1ccc(-c2cc(-c3ccccc3)nc(SCC(=O)Nc3nccs3)c2C#N)cc1	i	i	i	i	i	i	i	12.8	i	i	i
Cc1ccsc1/C=N/NC(=O)CSCc1ccc(Cl)cc1	i	i	i	i	i	i	i	3.2	i	i	i
COc1cccc(OCC(=O)O/N=C(\N)c2ccncc2)c1	i	i	i	i	i	i	i	-3.6	i	i	i
COC1OC(COC(=O)c2ccccc2)C(OC(=O)c2ccccc2)C1OC(=O)c1ccccc1 (stereo unspecified)	i	-5.49*	i	i	i	i	i	-6.2	i	i	i
CCCc1cc(=O)n2c([nH]c3ccccc32)c1C#N	i	i	i	i	i	i	i	8.3	i	i	i
O=C(Nc1ccccc1C(F)(F)F)c1cc2ccccc2o1	i	i	i	i	i	i	i	11.3	i	i	i
COc1cc2c(cc1OC)CN(C(=O)/C=C/c1cccc([N+](=O)[O-])c1)CC2	i	i	i	i	i	i	i	-0.8	i	i	i
Cc1cccc(OCc2nnc(SC(C)C(=O)O)n2-c2ccccc2)c1 (stereo unspecified)	i	i	i	i	i	i	i	-0.5	i	i	i
COC(=O)CSc1nnc(COc2ccc3ccccc3c2)o1	i	i	i	i	i	i	i	-5.8	i	i	i
COc1ccccc1C(=O)NCCC(=O)N(C)CC(=O)Nc1ccc(Cl)cc1	i	i	i	i	i	i	i	-13.3	i	i	i
CN1C(=O)c2ccccc2C(C(=O)O)C1c1cccc([N+](=O)[O-])c1 (stereo unspecified)	i	i	i	i	i	i	i	-0.4	i	i	i
CCOc1ccc(NC(=O)CSc2nc(=O)n(CCN3CCOCC3)c3c2CCCC3)cc1	i	i	i	i	i	i	i	-5.5	i	i	i
CN(C[C@H](Cc1ccccc1)N(C[C@H](CC1CCCCC1)N(CCc1ccccc1)N=O)N=O)N=O	i	i	i	i	i	i	i	5.6	i	i	i
(next part)
SMILES	TRPC4 PAM	MrgX1 antag	MrgX1 agonist	TRPC6 inhibitor	MrgX1 allo act	TMEM16A inh	TRPC6 act	SKKanGAS inh	TRPC4 agonist	TRPC4 block	TMEM16A act
Cc1ccccc1-c1nc(CN2CCC(C(=O)NCCCN3CCOCC3)CC2)c(C)o1	i	i	i	i	i	i	i	4.7	i	i	i
Cc1ccsc1CN(C)CC(=O)Nc1ccc([N+](=O)[O-])cc1Cl	i	i	i	i	i	i	i	22.1	i	i	i
Cc1cc(C)c(NC(=O)CSc2nc3ncc(Br)cc3[nH]2)c(C)c1	i	i	i	i	i	i	i	1.0	i	i	i
CC1=NN(C(N)=S)C(=O)C1N=Nc1ccccc1 (stereo unspecified)	i	i	i	i	i	i	i	0.3	i	·	i
CC(C)(C)c1nnc(NC(=O)C2c3ccccc3Oc3ccccc32)s1	i	i	i	i	i	i	i	32.3	i	i	i
CCN(CC)CCSc1nc2ccccc2n1Cc1ccccc1	i	i	i	i	i	i	i	5.1	i	i	i
COc1nc(NCCc2ccc(OC)c(OC)c2)nc(OC)n1	i	i	i	i	i	i	i	-1.8	i	i	i

Screening results as filed in PubChem BioAssay.

Outcome played no part in choosing rows; 6.7% or so of the library scored in one or more.
